Lmaj promast = reduces viability of Leishmania major promastigotes; AID 1063; inhibition, % at 10 µM; actives 9% (n = 200,000); resazurin fluorescence viability; in the data active = inhibition above about 50%;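 note: promastigotes grown with compound for 44 hours at 28 °C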
PMI act hi M6P = activators of human phosphomannose isomerase at near-saturating mannose 6-phosphate; P34949; coupled PMI enzyme assay, resazurin fluorescence, 20 min; active compounds read high; 1 = untreated enzyme, 0 = substrate-free blank; activation factor at 20 µM; actives 0.34% (n = 190,000); AID 1216;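 active = activation factor of 2 or more at 20 µM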
Target sequence (P34949 whole entry, looked up): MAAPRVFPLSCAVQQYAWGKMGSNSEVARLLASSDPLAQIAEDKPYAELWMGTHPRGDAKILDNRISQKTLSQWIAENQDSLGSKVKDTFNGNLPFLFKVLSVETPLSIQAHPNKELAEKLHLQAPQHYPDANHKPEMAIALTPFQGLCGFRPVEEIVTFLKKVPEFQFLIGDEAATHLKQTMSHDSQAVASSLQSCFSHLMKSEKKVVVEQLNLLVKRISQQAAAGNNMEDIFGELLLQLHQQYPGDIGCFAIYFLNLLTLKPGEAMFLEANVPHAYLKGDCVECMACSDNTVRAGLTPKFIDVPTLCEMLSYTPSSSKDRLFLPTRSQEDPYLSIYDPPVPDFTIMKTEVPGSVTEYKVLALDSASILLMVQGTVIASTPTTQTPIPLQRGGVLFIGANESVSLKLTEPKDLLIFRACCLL
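Test system – human PMI in coupled enzyme assay · Timing – 20 min incubation at room temperature · Detection – Diaphorase-driven resazurin-to-resorufin fluorescence, excitation 544, emission 590 nm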
bIAP act = increases bovine intestinal alkaline phosphatase activity; actives 0.17% (n = 200,000); purified bovine IAP, CDP-star luminescence, 30 min; active compounds read high; fold of DMSO-control signal, blank-subtracted; activation factor at 20 µM;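 active = activation factor of 2 or more at 20 µM, a signal rise over negative controls twice the positive control's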
Diaphorase act = activates diaphorase or chemically reduces, flagging diaphorase assay artifacts | Diaphorase/resazurin coupled assay, resorufin fluorescence, 16 min; active compounds read high; 1 = vehicle wells, 0 = NADH-free wells | activation factor at 20 µM | actives 0.005% (n = 190,000) | AID 1229;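 active = diaphorase activity raised at least twofold by the compound at 20 µM; inactive = activation factor below 2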
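Measured by – red resorufin fluorescence at 544/590 nm excitation/emission · Test system – Clostridium kluyveri diaphorase, purified enzyme · Incubation – reaction time 16 min, room temperature · Buffer or medium – 50 mM HEPES pH 7.4 with 4.542 mM MgCl2, 0.005% Tween 20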
PMI act = activators of human phosphomannose isomerase. P34949. purified human PMI, coupled resazurin fluorescence, 20 min; active compounds read high; 1 = vehicle control, 0 substrate-free wells. activation factor at 20 µM. actives 0.005% (n = 190,000). AID 1214;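 active = activation factor of 2 or more at 20 µM, relative to plate controls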
TNAP act hi DEA = activators of human TNAP at high phosphate acceptor concentration. P05186. purified TNAP, CDP-star luminescence, 1 M DEA, 30 min; active compounds read high; 0 = EDTA background, 1 = DMSO-only activity. activation factor at 20 µM. 200,000 tested, under 10 active;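 active = activation factor at least 2 at 20 µM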
Target sequence (P05186 whole entry, looked up): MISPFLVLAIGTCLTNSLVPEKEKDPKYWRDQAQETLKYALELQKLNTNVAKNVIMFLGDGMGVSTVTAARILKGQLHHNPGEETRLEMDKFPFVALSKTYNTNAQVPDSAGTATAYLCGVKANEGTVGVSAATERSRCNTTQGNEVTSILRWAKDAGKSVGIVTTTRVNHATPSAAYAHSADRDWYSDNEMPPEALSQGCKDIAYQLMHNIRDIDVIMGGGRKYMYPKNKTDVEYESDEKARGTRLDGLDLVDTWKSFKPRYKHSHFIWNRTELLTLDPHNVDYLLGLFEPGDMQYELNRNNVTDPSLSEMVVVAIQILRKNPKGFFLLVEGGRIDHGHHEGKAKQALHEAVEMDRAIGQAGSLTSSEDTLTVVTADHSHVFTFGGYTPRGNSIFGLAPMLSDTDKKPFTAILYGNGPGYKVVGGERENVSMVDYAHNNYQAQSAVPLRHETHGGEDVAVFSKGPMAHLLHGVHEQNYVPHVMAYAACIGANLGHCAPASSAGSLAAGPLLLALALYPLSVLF
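system = human TNAP | amount = enzyme diluted 1/800 final | reagent = 100 µM CDP-star substrate | signal = luminescent substrate turnover signal | dosing = one dose, 20 µM | benchmarks = EDTA negative control, DMSO positive control | measure = activation factor | timing = 30 min reaction, room temperature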
bIAP inh = blocks bovine intestinal alkaline phosphatase activity; purified bovine IAP, CDP-star luminescence, 30 min; inhibition, % at 20 µM; 190,000 tested, under 10 active; AID 1019;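 active = over 50% inhibition of intestinal alkaline phosphatase at 20 µM in the single-dose screen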
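test system = bovine IAP enzyme | medium = DEA buffer 100 mM, pH 9.8, with MgCl2 1.0 mM, ZnCl2 0.02 mM | detection = luminescence | dosing = single compound dose of 20 µM, 2% DMSO final | incubation = 30 min reaction at room temperature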
TNAP inh no acc = blocks human TNAP activity with no phosphate acceptor present | P05186 | purified TNAP, CDP-star luminescence, 30 min | inhibition, % at 20 µM | actives 0.26% (n = 200,000);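 active = tissue-nonspecific alkaline phosphatase inhibition above about 50% at 20 µM in the single-dose screen, limit read from the data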;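 note: 0% = DMSO negative control and 100% = EDTA positive control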
TNAP inh hi DEA = blocks human TNAP under high phosphate acceptor concentration; purified TNAP, CDP-star luminescence, 1 M DEA; inhibition, % at 20 µM; actives 0.03% (n = 200,000); P05186;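 active = over 50% inhibition of tissue-nonspecific alkaline phosphatase at 20 µM in the single-dose screen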;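 note: plate controls were DMSO wells for no effect and EDTA-quenched wells as full inhibition for full effect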
Diaphorase inh = inhibits diaphorase or chemically oxidizes, flagging diaphorase assay artifacts | diaphorase resazurin-to-resorufin fluorescence, NADH, 16 min; bacterial (C. kluyveri) enzyme, not human | inhibition, % at 20 µM | actives 0.69% (n = 190,000);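 active = primary screen inhibition at 20 µM above a set limit, cut at about 50% in these data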;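 note: plate controls were DMSO with full reaction for no effect and wells lacking NADH for full effect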
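Assay system – diaphorase enzyme from Clostridium kluyveri · Amount – diaphorase 0.14 U/mL (working solution) · Times – reaction incubation of 16 min at room temperature · Controls – No-NADH positive control and DMSO neutral control · Signal – resorufin fluorescence 544/590 nm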
The depositor's hits bear a star.

Sample of the layout:
SMILES	Lmaj promast	PMI act hi M6P	bIAP act	Diaphorase act	PMI act	TNAP act hi DEA	bIAP inh	TNAP inh no acc	TNAP inh hi DEA	Diaphorase inh
CCn1c(CCNC(=O)c2ccc(C)cc2)n[nH]c1=S	-3	1	0.9	0.9	1	1	14	6	-3	15
S=c1[nH]nc(COc2ccccc2)n1/N=C/c1ccc(Br)s1	-6	0.9	0.9	0.6	0.8	0.9	10	47	7	42
O=C(Nc1ccc(N2CCOCC2)c(Cl)c1)c1cccnc1Cl	-2	0.9	0.9	0.9	1	1	11	-4	2	12

Main list (from the top)
SMILES	Lmaj promast	PMI act hi M6P	bIAP act	Diaphorase act	PMI act	TNAP act hi DEA	bIAP inh	TNAP inh no acc	TNAP inh hi DEA	Diaphorase inh
CCn1c(CCNC(=O)c2ccc(C)cc2)n[nH]c1=S	-3	1	0.9	0.9	1	1	14	6	-3	15
S=c1[nH]nc(COc2ccccc2)n1/N=C/c1ccc(Br)s1	-6	0.9	0.9	0.6	0.8	0.9	10	47	7	42
O=C(Nc1ccc(N2CCOCC2)c(Cl)c1)c1cccnc1Cl	-2	0.9	0.9	0.9	1	1	11	-4	2	12
CCOP(=O)(OCC)C(NC(=O)/C=C/c1ccc(OC)cc1)c1ccccc1 (centres undefined)	-1	0.9	1	0.8	1	1.1	1	-16	-5	15
CCOC(=O)C1=C(C)N=c2s/c(=C\c3ccc(OC(C)=O)cc3)c(=O)n2C1/C=C/c1ccccc1 (centres undefined)	100*	1.1	1	1	1	0.9	-3	10	13	-1
Oc1ccccc1CN1CCC(C(O)(c2ccccc2)c2ccccc2)CC1	56*	0.9	1	0.9	0.9	1	1	2	-1	14
CCOC(=O)/C=C1\SCC(=O)N1Cc1ccc(Br)cc1	4	1	0.9	0.9	1	1	6	-6	1	7
CCOC(=O)C1=NN(C(=O)COc2ccccc2)C(O)(c2ccc(Cl)cc2)C1 (centres undefined)	-8	0.9	1.2	0.8	0.9	1	-21	46	0	19
CCOC(=O)CSc1nc2c(c(=O)n(C)c(=O)n2C)n1CCCc1ccccc1	-4	0.9	1.1	0.8	1	1	-9	-6	-3	19
O=C(Nc1ccccc1Cl)N1CCN(C/C=C/c2ccccc2)CC1	-4	1	0.7	0.9	1	1	35	-8	-3	10
CC(=O)c1ccc(OCC(O)CN2CCN(CCO)CC2)cc1 (centres undefined)	-6	1	0.9	0.8	0.9	1	11	-18	-4	17
O=c1c2sccc2n(Cc2cc(=O)n3ccccc3n2)c(=O)n1-c1ccccc1	32	1	0.8	0.9	1	1	17	-11	0	9
O=C(NCc1ccccc1)C(=O)NCC1OCCN1C(=O)c1cccs1 (centres undefined)	0	0.9	0.6	0.8	0.9	1	44	-13	-3	17
CC(=O)Oc1ccccc1C1OCCN1C(C)=O (centres undefined)	-7	0.9	0.9	0.9	0.9	1	8	-6	-2	13
CC(=O)c1ccc(N(C(=O)c2ccco2)C(C(=O)NC2CCCC2)c2ccc(N3CCOCC3)cc2)cc1 (centres undefined)	11	0.9	1.3	0.9	0.9	1	-25	-9	-4	5

Arranged by length of the SMILES (descending): some entries from above.
SMILES	Lmaj promast	PMI act hi M6P	bIAP act	Diaphorase act	PMI act	TNAP act hi DEA	bIAP inh	TNAP inh no acc	TNAP inh hi DEA	Diaphorase inh
CC(=O)c1ccc(N(C(=O)c2ccco2)C(C(=O)NC2CCCC2)c2ccc(N3CCOCC3)cc2)cc1 (centres undefined)	11	0.9	1.3	0.9	0.9	1	-25	-9	-4	5
CCOC(=O)C1=NN(C(=O)COc2ccccc2)C(O)(c2ccc(Cl)cc2)C1 (centres undefined)	-8	0.9	1.2	0.8	0.9	1	-21	46	0	19
S=c1[nH]nc(COc2ccccc2)n1/N=C/c1ccc(Br)s1	-6	0.9	0.9	0.6	0.8	0.9	10	47	7	42

One compound at a time, as listed above. Order of values: Lmaj promast	PMI act hi M6P	bIAP act	Diaphorase act	PMI act	TNAP act hi DEA	bIAP inh	TNAP inh no acc	TNAP inh hi DEA	Diaphorase inh
Shown for O=C(Nc1ccccc1Cl)N1CCN(C/C=C/c2ccccc2)CC1 : -4	1	0.7	0.9	1	1	35	-8	-3	10
Shown for CCOC(=O)CSc1nc2c(c(=O)n(C)c(=O)n2C)n1CCCc1ccccc1 : -4	0.9	1.1	0.8	1	1	-9	-6	-3	19
Shown for O=c1c2sccc2n(Cc2cc(=O)n3ccccc3n2)c(=O)n1-c1ccccc1 : 32	1	0.8	0.9	1	1	17	-11	0	9
Shown for O=C(NCc1ccccc1)C(=O)NCC1OCCN1C(=O)c1cccs1 (centres undefined) : 0	0.9	0.6	0.8	0.9	1	44	-13	-3	17
Shown for O=C(Nc1ccc(N2CCOCC2)c(Cl)c1)c1cccnc1Cl : -2	0.9	0.9	0.9	1	1	11	-4	2	12

The results go on.
SMILES	Lmaj promast	PMI act hi M6P	bIAP act	Diaphorase act	PMI act	TNAP act hi DEA	bIAP inh	TNAP inh no acc	TNAP inh hi DEA	Diaphorase inh
COc1ccc2nc(N=Nc3ccc(N(C)C)cc3)sc2c1	-2	0.9	0.6	0.9	1.1	0.8	38	31	16	6
CSc1ccccc1NC(=O)c1ccco1	-4	1.1	0.9	0.9	1	1.1	7	-14	-6	5
Clc1ccc(Cl)c(OCCN2CCOCC2)c1	22	1	1	1	1	1	5	-10	-2	-3
CC1(C)CC(=O)C2=C(C1)OC(N)=C(C#N)C2C1CC=CCC1 (centres undefined)	3	1.1	0.9	0.9	1	1	6	-4	0	13
COc1cccc2cc(C(=O)NNC(=O)c3ccc(Br)cc3)c(=O)oc12	-8	1.2	1	1.1	1.1	0.9	-3	-27	9	-13
CCN(CC)CC(C(=O)N(CC)CC)P(=O)(c1ccccc1)c1ccccc1 (centres undefined)	5	1.1	1.1	1.1	1	1.1	-6	-14	-8	-9
CCOC(=O)c1cc2c(nc1NC(=S)NCc1ccccc1)CCCC2	-6	1	1	0.9	0.9	1	0	-4	-3	11
Oc1ccccc1CNc1nc2ccccc2n1CCN1CCCCC1	24	0.8	1	0.9	0.8	1.1	-1	-12	-7	11
Cc1c(C(=O)NCc2cccs2)oc2ccc(S(=O)(=O)N3CCOCC3)cc12	-4	1	0.9	0.8	0.9	1.1	12	-14	-5	19
COC(=O)c1sccc1NC(=O)CSc1ccccc1NS(=O)(=O)c1ccc(Br)cc1	0	0.9	1	0.7	1	1.1	5	5	-5	27
O=C(NC1CCCCC1)N(CCN1CCCC1)Cc1cc2cc3c(cc2[nH]c1=O)OCCO3	-2	0.9	1	0.8	0.8	1	-2	-7	-1	19
CCn1c(O)c(N=NC(=O)CNC(=O)/C=C/c2ccco2)c2ccccc21	-5	1.1	1	0.9	1	1	0	2	4	9
COCCN1CCc2c(C)nc3c(-c4ccc(OC)c(OC)c4)cnn3c21	11	0.9	1	0.9	0.9	1	-3	-13	0	11
Cc1nc(-c2c(C(F)(F)F)noc2-c2ccc(O)cc2O)cs1	-7	0.9	0.9	0.9	0.9	1	8	-4	-1	13
COc1cccc(N(C(=O)c2ccco2)c2nc(-c3sc(NC(=O)c4ccco4)nc3C)cs2)c1	3	0.9	0.9	0.7	0.9	1	5	-1	2	26
COc1ccc(C(=O)NCc2nnc(SCC(=O)N3CCc4ccccc43)n2Cc2ccccc2)cc1	64*	1	1	0.9	1	0.9	4	1	6	7
CCOC(=O)C1CCN(C(=O)c2ccc3c(c2)OCO3)CC1	0	0.9	1	0.9	1	1	2	-5	2	6
Cc1cc(C)c2c(n1)nn1c(N3CCN(c4ccccc4)CC3)cc(C)nc21	7	1	0.9	0.9	1	1	7	-18	-4	5
O=C(COc1ccc([N+](=O)[O-])cc1)Nc1cccnc1	11	0.9	1	0.9	0.9	1	3	-5	-4	8
O=C(NCc1ccccc1)NC1(C(=O)Nc2ccc3c(c2)OCCO3)CCCCC1	-4	1	0.8	0.9	1	1.1	15	-16	-10	14
Cc1cc2ncc(C(=O)Nc3ccccc3)c(C)n2n1	-1	0.9	0.9	0.9	0.9	1	12	-11	-4	15
CCOC(=O)N1CCN(C(=O)c2ccc(CN(c3ccc(C)c(C)c3)S(C)(=O)=O)cc2)CC1	-5	0.9	1	0.9	1	1	-3	-13	-4	14
Cc1ccc(-c2cc(C(F)(F)F)n3nc(C(=O)Nc4c(C)n(C)n(-c5ccccc5)c4=O)cc3n2)cc1	-4	1	0.7	0.9	1	1	35	-3	3	7
O=C1C=C(NCc2ccco2)CCC1	5	0.8	0.9	0.7	0.8	1	6	-6	-3	28
Cc1cc(C)c2c(N)c(C(=O)Nc3nccs3)sc2n1	12	0.9	1.1	0.6	0.9	1	-8	-6	0	39
CC1=C(C(=O)NC(C)c2ccc3c(c2)OCCO3)C2(CCC(C)CC2)OC1=O (centres undefined)	-1	1	1	0.9	1	1	-4	3	1	10
CCCCOc1ccc(-c2ncc(C(=O)OCC)c(N)n2)cc1	2	1	0.9	0.9	0.9	1.1	9	-10	-6	8
CC(C)N(c1ccccc1)c1ccc(NC(=S)NCCN(C)C)cc1	32	0.9	1.1	0.9	0.9	1	-6	-13	-4	9
O=C(CN(CC1CCCO1)C(=O)CNS(=O)(=O)c1ccc(Cl)cc1)NCC1CCCO1 (centres undefined)	-4	1	1.1	0.9	1	1	-5	-11	-2	14
Cc1ccc(-c2nn(-c3ccccc3)cc2/C=N/NC(=O)c2ccc(Br)o2)cc1	44	0.9	1	0.9	0.9	1	-1	-2	-2	11
CCN(CC)C(=O)CSc1nc2ccccc2c(=O)n1-c1ccccc1OC	1	0.8	1.1	0.7	0.8	1	-9	-14	-3	28
Cc1nnc(SCc2cc(=O)oc3cc(O)ccc23)n1Cc1ccccc1	-5	1	0.7	0.9	0.9	1	28	-15	-1	8
O=C(NCc1ccc(-c2nc3ccccc3s2)cc1)c1ccc(Br)o1	-3	1	0.6	0.9	1	1	38	-17	-4	6

Screening results from PubChem BioAssay.
